procasp7 counter: counter-screen: procaspase-7 (human) activation. P55210. recombinant procaspase-7, Ac-DEVD-pNA absorbance 405 nm; D23A/D198A/D206A triple mutant, cannot self-cleave; scale: DMSO 0, 5 µM enzyme 100. activation, % at 8.5 µM. actives 0.093% (n = 330,000). AID 463210;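 active = percent activation above the screen-wide mean plus 3 SD, cut at about 25% in these data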
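Assay system – Uncleavable procaspase-7 mutant enzyme · Quantity – 2 µM procaspase-7 mutant as dispensed · Times – 1 h preincubation, 2 h reaction · Dosing – single nominal 8.5 µM compound dose, 0.8% DMSO final · Buffer or medium – Zinc-free 50 mM HEPES buffer, pH 7.4, with NaCl and Triton X-100 · Detection – Epi-absorbance of released pNA at 405 nm, two timepoints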
AHR activator: activators of human aryl hydrocarbon receptor | P35869 | AHR-responsive luciferase reporter cells, luminescence | activation, % at 5 µM | actives 2.5% (n = 320,000) | AID 2796; in the data active = activation above about 47%;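 also: 0% = vehicle wells and 100% = reference agonist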
Target sequence (P35869 whole entry, looked up): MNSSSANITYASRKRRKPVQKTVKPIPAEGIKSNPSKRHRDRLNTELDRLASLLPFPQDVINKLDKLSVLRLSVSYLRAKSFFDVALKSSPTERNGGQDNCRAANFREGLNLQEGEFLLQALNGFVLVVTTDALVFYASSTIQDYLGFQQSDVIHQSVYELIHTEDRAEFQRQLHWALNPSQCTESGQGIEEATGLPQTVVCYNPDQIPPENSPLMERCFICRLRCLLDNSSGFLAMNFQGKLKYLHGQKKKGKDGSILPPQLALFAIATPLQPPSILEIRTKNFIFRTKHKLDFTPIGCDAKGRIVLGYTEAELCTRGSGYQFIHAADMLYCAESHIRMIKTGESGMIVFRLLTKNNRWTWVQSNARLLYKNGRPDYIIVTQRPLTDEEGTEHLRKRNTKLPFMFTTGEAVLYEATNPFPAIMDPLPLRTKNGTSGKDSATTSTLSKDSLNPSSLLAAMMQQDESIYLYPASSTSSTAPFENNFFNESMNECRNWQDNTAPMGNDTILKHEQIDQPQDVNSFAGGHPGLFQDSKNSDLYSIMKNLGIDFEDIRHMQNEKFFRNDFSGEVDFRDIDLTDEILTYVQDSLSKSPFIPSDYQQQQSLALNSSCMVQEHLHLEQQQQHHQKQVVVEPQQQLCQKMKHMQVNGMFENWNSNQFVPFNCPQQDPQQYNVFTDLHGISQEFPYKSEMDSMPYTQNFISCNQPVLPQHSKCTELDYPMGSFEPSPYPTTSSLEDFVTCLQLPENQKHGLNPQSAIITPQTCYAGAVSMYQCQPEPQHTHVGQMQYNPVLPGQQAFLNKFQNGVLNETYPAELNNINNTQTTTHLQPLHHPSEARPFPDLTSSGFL
PP5 inh: blocks human protein phosphatase 5 activity | purified PP5c, OMFP substrate fluorescence | inhibition, % at 6.7 µM | actives 0.18% (n = 320,000) | P53041;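 active = inhibition above the campaign's mean inhibition across all tested compounds plus 3 SD, cut at about 9.5% in these data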;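 also: 0% = DMSO only and 100% = 100 µM cantharidin control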
TPT1 inhibitor: blocks Candida albicans tRNA 2'-phosphotransferase | recombinant caTPT1, FP RNA substrate dephosphorylation | inhibition, % at 5 µM | actives 0.81% (n = 300,000);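 active = inhibition above the mean of all tested compounds plus 3 SD, set per screening campaign, cut at about 24% in these data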;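 also: plate controls were DMSO alone for no effect and ferristatin control at 100 nM for full effect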
procasp3 activ: activates human procaspase-3 | P42574 | recombinant procaspase-3 D3A, Ac-DEVD-pNA absorbance 405 nm | activation, % at 8.5 µM | actives 0.11% (n = 330,000);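 active = activation above the mean of all tested compounds plus 3 SD, cut at about 21% in these data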;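 also: 0% = DMSO alone and 100% = DMSO wells spiked with extra 5 µM PC-3 D3A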
Target sequence (P42574 whole entry D9A/D28A/D175A): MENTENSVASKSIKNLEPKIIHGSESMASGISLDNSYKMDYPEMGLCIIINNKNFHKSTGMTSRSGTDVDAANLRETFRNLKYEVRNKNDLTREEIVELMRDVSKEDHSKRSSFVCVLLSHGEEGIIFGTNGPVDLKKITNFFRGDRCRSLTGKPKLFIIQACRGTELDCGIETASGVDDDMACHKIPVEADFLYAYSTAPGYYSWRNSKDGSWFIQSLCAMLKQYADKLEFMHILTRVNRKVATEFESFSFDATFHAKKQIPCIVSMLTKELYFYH
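Evaluation: percent activation relative to control range; Material: Procaspase-3 D3A mutant, all three cleavage aspartates alanine; Compound: single dose, 8.5 µM nominal compound, 0.8% DMSO; Replication: one well per compound; Signal: absorbance at 405 nm, 0 and 120 min; Schedule: 1 h preincubation plus 2 h reaction at 25 °C.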
Fh CTSL1 inh: cathepsin L1 inhibition, PFM18AAP counter-screen | actives 0.49% (n = 300,000) | recombinant F. hepatica cathepsin L1, Z-Leu-Arg-MCA fluorescence | AID 1906 | inhibition, % at 5.96 µM;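 active = inhibition above the mean of all tested compounds plus 3 SD, set per screening campaign, cut at about 17% in these data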;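 also: 0% = plate median of test compound wells and 100% = 1 µM Z-Phe-Ala-diazomethylketone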
PAFAH2 FP inh: inhibitors of human PAFAH2. recombinant PAFAH2, FP-rhodamine activity probe, fluorescence polarization. inhibition, % at 3.39 µM. actives 0.99% (n = 340,000). AID 492956;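 active = inhibition above the mean over all tested compounds plus 3 SD, cut at about 30% in these data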;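 also: inhibitors block probe labeling of enzyme so polarization drops; 0% = enzyme with DMSO and 100% = wells lacking PAFAH2 protein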
PP1 counter: PP1-alpha (human) inhibition in PP5 counter-screen; AID 2235; inhibition, % at 6.7 µM; actives 0.9% (n = 320,000); purified PP1alpha, OMFP fluorescence;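 active = inhibition above the mean inhibition of all tested compounds plus 3 SD, computed separately for each screening campaign, cut at about 15% in these data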
HCV core dimer: blocks dimerization of HCV core protein. TR-FRET GST/Flag-core106 dimerization, 1536-well. inhibition, % at 5 µM. actives 0.33% (n = 300,000);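 active = inhibition above the mean of all tested compounds plus 3 SD, set per screening campaign, cut at about 45% in these data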
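Assay system: tagged HCV core106 pair (GST and Flag); medium: KF-containing HEPES buffer, pH 7.45, DTT, CHAPS, BSA; also added: Eu donor and XL665 acceptor anti-tag antibodies; dosing: 5 µM single dose; timing: compound-protein-antibody incubation 4 h at 22.5 °C; signal: TR-FRET 671 and 617 nm emission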
* = called active by the depositor; x = not tested or not shown.

SMILES	procasp7 counter	AHR activator	PP5 inh	TPT1 inhibitor	procasp3 activ	Fh CTSL1 inh	PAFAH2 FP inh	PP1 counter	HCV core dimer
CCOC(=O)c1ccc(N2C=C(C(=O)OC)C(c3cccc(O)c3)C(C(=O)OC)=C2)cc1	-34	-1	-0.2	0	-35	2	2	2	11
COc1cccc(-c2ccc3ncnc(N(C)Cc4ccco4)c3c2)c1	6	20	1.6	x	9	x	2	2	x
CCOC(=O)C1=CC[C@]2(C)c3c(c4ccccc4n3C)C(=O)C1N2C	3	21	-0.9	x	2	x	9	0	x
Cc1ccc(C(=O)c2cc([N+](=O)[O-])ccc2N2CCCCC2)cc1	-18	-1	-1.5	-1	-4	6	-6	0	10
COc1ccc(S(=O)(=O)N2CCOC2CNC(=O)C(=O)NCc2cccnc2)cc1C (stereo unspecified)	6	1	-4.9	1	10	0	-2	-5	4
Cc1sc2ncnc(OCC(=O)N3CCN(S(=O)(=O)c4ccccc4)CC3)c2c1C	10	1	-1.5	-1	-5	0	3	1	2
CC(C)NC(=O)c1nc2ccccc2s1	-7	8	-0.2	-4	0	-1	-9	-5	0
CCn1cc(C(=O)NCCc2ccccc2)c(=O)c2cc(S(=O)(=O)N3CCCC3)ccc21	-1	-3	3.8	-3	1	17*	4	2	2
O=C(NCC(c1cccs1)N1CCOCC1)c1cc(-c2ccccn2)nc2ccccc12 (stereo unspecified)	10	7	-2.1	1	1	0	2	-4	0
O=C(c1ccc(Br)cc1)N1CCCC1	2	0	0.9	2	0	2	19	-2	1
O=C(COc1ccc(C(=S)N2CCOCC2)cc1)N1CCCC1	4	0	-0.1	-1	18	-3	-12	-1	-9
Cc1ccc(NS(=O)(=O)c2cn(C)cn2)cc1	0	0	1.4	2	-10	-4	0	2	4
COCCNC(=O)Cn1cnc2sc(C)c(S(=O)(=O)N3CCN(c4ccccc4OC)CC3)c2c1=O	-2	-2	2.0	1	2	2	1	-4	-4
O=C(CCNC(=O)c1ccc(Br)cc1)Nc1ccc(S(=O)(=O)N2CCOCC2)cc1	7	2	x	x	2	x	-6	x	x
CCCCOC(=O)Nc1ccc(OC)cc1S(=O)(=O)N1CCOCC1	8	1	-0.8	1	5	-2	-3	-4	1
CSc1ccccc1NC(=O)c1cnc2n(c1=O)CCS2	5	35	-0.1	2	5	5	2	-1	1
O=C(O)CCCN1C(=O)NC2NC(=O)NC21 (stereo unspecified)	-8	0	1.7	-7	7	2	-6	-3	1
O=C(CSc1nc2ccccc2[nH]1)Nc1ccc2c(c1)CCC2	0	22	2.4	2	9	-1	6	-1	5
CCOP(=O)(OCC)c1nc(-c2ccccc2Cl)oc1N1CCOCC1	-8	0	0.5	-1	-5	3	5	-4	-2
NNc1ccc(Cc2ccc(Cl)cc2Cl)nn1	6	2	0.3	-2	16	3	-1	-1	2
COc1ccc(CNC(=O)CN2CCC(n3nnc4cc(F)ccc43)CC2)cc1	13	5	0.8	0	10	-3	1	-1	2
COc1cc(Cl)c(C)cc1NC(=O)CSc1nnc(CCC(=O)O)c(=O)[nH]1	5	3	-1.8	3	3	-2	5	1	-2
O=C(Nc1cccc(NC(=O)c2cccc(F)c2)n1)c1cccc(F)c1	2	4	2.9	-2	4	0	-12	0	8
O=c1[nH][nH]cc1C=Nc1ccccc1Cl	8	0	3.0	2	2	-1	7	-3	0
COc1cc(CNC(=O)CCCC/C=C\C(C)C)ccc1O	-2	0	3.8	1	7	-3	x	-6	-1
SMILES	procasp7 counter	AHR activator	PP5 inh	TPT1 inhibitor	procasp3 activ	Fh CTSL1 inh	PAFAH2 FP inh	PP1 counter	HCV core dimer
O=C(CCC(=O)Nc1ccccc1Cl)NNC(=O)c1ccccc1[N+](=O)[O-]	9	3	-1.5	1	5	-5	2	5	2
O=C(N/N=C/c1cccnc1)C(=O)N1CCCCCC1	1	2	4.9	3	0	-1	-5	-1	-10
c1ccc2cc3[nH]c(CN4CCCCC4)nc3cc2c1	-3	28	0.4	-1	9	3	4	-3	2
CCOc1ccc(/C=N/n2c(C3CCCCC3)n[nH]c2=S)cc1	-11	-1	6.7	-3	-6	-2	1	2	2
CCOc1ccc(N(CC(=O)Nc2ccc(C)c(Cl)c2)S(C)(=O)=O)cc1	-3	9	2.3	4	-4	-2	-7	2	0
O=C(CCCc1ccccc1)c1ccc2c(c1)OCCO2	8	-8	2.9	-3	3	2	-8	0	2
Cn1nc(CC(=O)NC2CCCCC2)c2ccccc2c1=O	1	-3	3.2	-4	5	-5	-7	0	-4
COc1ccc(-c2cc3c(=O)n(CC(=O)NCCCN4CCC(Cc5ccccc5)CC4)ncn3n2)cc1	0	-1	1.9	-2	-10	20*	-2	0	-25
OCC1(Cc2ccccc2)CCN(CCCC2CCCC2)CC1	7	0	-2.5	-2	3	0	-7	-5	-3
CCCCOc1ccc(OC(=O)Nc2cc(Cl)ccc2OC)cc1	3	6	-2.3	0	2	-3	-2	1	-2
COc1ccc(C2C(C(=O)Nc3cccc(C)n3)CCC(=O)N2c2ccc(OC)cc2)cc1 (stereo unspecified)	3	-4	-1.3	-2	-3	0	x	-1	2
O=C(CCn1c(=O)oc2ccccc21)N1CCN(C(c2ccccc2)c2ccccc2)CC1	13	2	3.6	-1	-1	4	-23	1	10
COc1ccc(C2/C=C\CN(CC3CC3)CC(=O)N2Cc2ccc(F)cc2)cc1 (stereo unspecified)	-2	1	4.3	0	8	1	0	2	3
Cn1c2ccccc2c2nnc(SCC(=O)NCc3ccoc3)nc21	8	7	0.8	2	-12	-1	0	-3	1
O=C(CSc1ncnc2c1cnn2-c1ccccc1Cl)N1CCN(C(=O)c2ccco2)CC1	1	-2	-4.2	-4	-6	-4	-4	2	8
O=[N+]([O-])c1cc(-c2n(-c3ccccn3)c3ccccc3[n+]2-c2ccccn2)ccc1Cl	-1	1	-0.9	1	3	8	-1	0	1
O=C(CCc1nc2ccccc2c(=O)[nH]1)NCc1ccco1	13	1	-1.2	0	-3	-5	1	-5	0
CC(C)(C)SCCNC(=O)c1ccc(Cl)c(S(=O)(=O)N2CCOCC2)c1	6	5	2.1	1	-1	1	-1	-4	1
COc1cc(-c2noc(C)c2/C=C/c2cccc([N+](=O)[O-])c2)cc(OC)c1OC	10	13	3.0	3	-2	3	-2	0	0
CC(=O)NCCCNc1ccc([N+](=O)[O-])cc1	-10	-3	2.1	0	2	-3	-5	0	-5
CCOC(=O)c1c(C)[nH]c(NC(=O)NNC(=O)c2ccc(OC)cc2)c1C	13	-1	-2.9	x	3	x	-2	-2	x
CN(c1ccccc1C(=O)N1CCN(Cc2ccc3c(c2)OCO3)CC1)S(C)(=O)=O	-2	-2	0.6	0	1	-4	1	-1	-4
CCOC(=O)C1CCCN(C2=NC(=O)/C(=C/c3ccc(N(C)C)cc3)S2)C1 (stereo unspecified)	-35	8	1.1	128*	-18	6	-9	3	-27
CC(C)OCC(O)CN1CCC(Cc2ccccc2)CC1 (stereo unspecified)	11	1	0.9	-2	-3	-2	-2	-5	2
O=C(Cc1ccc(Cl)cc1)NCCS(=O)(=O)N1CCN(c2ccccc2)CC1	-11	1	0.8	1	1	3	3	-2	-5
SMILES	procasp7 counter	AHR activator	PP5 inh	TPT1 inhibitor	procasp3 activ	Fh CTSL1 inh	PAFAH2 FP inh	PP1 counter	HCV core dimer
O=C(NCCN1CCCCCC1)c1ccc(CS(=O)(=O)c2ccc(Br)cc2)o1	1	-2	-1.9	-1	0	-1	-1	-4	3
Cc1ccc(NC(=O)C2CC(=O)NC(Nc3cccc(C)c3)=N2)cc1 (stereo unspecified)	9	-2	0.7	2	5	-1	1	-4	3
CN(C)c1ccc(-c2nn3c(-c4cccnc4)nnc3s2)cc1	-3	-9	-1.4	-3	-5	7	x	-4	7
CNNC(=O)C(C)NC(=O)c1ccc(Br)cc1 (stereo unspecified)	1	-3	2.7	3	4	1	-1	1	-6
CN1CCN(C(=O)c2sc(=S)n(-c3ccccc3)c2N)CC1	-22	0	4.7	0	-26	4	-2	-1	3
CCCCNc1c(-c2cccc(-c3ccc(OC)cc3)c2)nc2cc(C)ccn12	11	16	x	x	2	x	1	x	x
Cc1ccc(NC(=O)O/N=C/c2cccc([N+](=O)[O-])c2)cc1	6	7	-3.2	-1	2	-7	0	-6	1
O=C(NC(=S)Nc1ccc(CN2CCOCC2)cc1)c1ccc([N+](=O)[O-])cc1Cl	-4	-3	0.9	-3	1	5	1	-3	1
O=C(Cn1ncc2ccccc21)N1CCc2ccccc21	-5	8	0.3	-8	-13	-1	4	3	3
COc1ccc(C(=O)COC(=O)CN2CC(=O)Oc3ccccc32)cc1Br	-5	15	2.9	-2	-11	0	4	2	11
Cc1cccc(C)c1N1C(=O)[C@@H]2C(c3ccccc3Cl)=NO[C@@H]2C1=O	11	-2	-0.2	1	6	2	3	-3	1
COc1ccc(OC)c(NC(=O)Cc2nn(C)c(=O)c3ccccc23)c1	-3	47	3.3	1	4	0	-1	0	7
CC(OC(=O)c1c(F)cccc1F)C(=O)NCCC1=CCCCC1 (stereo unspecified)	6	1	x	x	-6	x	8	x	x
Cc1cccc2nc3c(nc12)-c1ccccc1C3=O	15	39	0.9	0	2	-4	11	4	-7
CSCC[C@H](NC(=O)C1CCN(C(=O)[C@@H](N)Cc2ccccc2)CC1)C(=O)O	10	-1	1.2	-4	4	0	1	-2	-2
O=c1[nH]c2ccc(S(=O)(=O)NCc3ccccn3)cc2s1	13	9	2.6	2	0	-1	17	1	-10
O=CNC(=O)c1ccccc1C(=O)O	-6	0	-1.9	0	1	0	1	-2	3
CCC1CCCCN1C(=O)COC(=O)c1ccc(Br)o1 (stereo unspecified)	-4	-1	0.9	x	6	x	6	-4	x
O=C(CSc1nnc(NC(=O)C2CCC2)s1)Nc1ccccc1	-8	2	-0.3	1	3	-1	-3	1	-1
O=[N+]([O-])c1cc(Cl)cc(/C=N/n2cnnc2)c1O	2	1	-0.4	-2	9	2	8	-3	2
CN(C)C1(CN=Cc2cc(Cl)cc([N+](=O)[O-])c2O)CCCCC1	3	-2	-1.0	0	4	1	34*	2	20

Seven records drawn at random from the list so far:
SMILES	procasp7 counter	AHR activator	PP5 inh	TPT1 inhibitor	procasp3 activ	Fh CTSL1 inh	PAFAH2 FP inh	PP1 counter	HCV core dimer
CN1CCN(C(=O)c2sc(=S)n(-c3ccccc3)c2N)CC1	-22	0	4.7	0	-26	4	-2	-1	3
COc1ccc(OC)c(NC(=O)Cc2nn(C)c(=O)c3ccccc23)c1	-3	47	3.3	1	4	0	-1	0	7
COc1ccc(C(=O)COC(=O)CN2CC(=O)Oc3ccccc32)cc1Br	-5	15	2.9	-2	-11	0	4	2	11
CN(C)C1(CN=Cc2cc(Cl)cc([N+](=O)[O-])c2O)CCCCC1	3	-2	-1.0	0	4	1	34*	2	20
O=C(CSc1nnc(NC(=O)C2CCC2)s1)Nc1ccccc1	-8	2	-0.3	1	3	-1	-3	1	-1
CNNC(=O)C(C)NC(=O)c1ccc(Br)cc1 (stereo unspecified)	1	-3	2.7	3	4	1	-1	1	-6
CC(OC(=O)c1c(F)cccc1F)C(=O)NCCC1=CCCCC1 (stereo unspecified)	6	1	x	x	-6	x	8	x	x
